Source: PubChem
POLK inh: inhibitors of human DNA polymerase kappa | Q9UBT6 | purified Pol kappa, fluorescent DNA synthesis assay, 10 min | Potency, µM (titrated, usually from 107 µM), for inactives: top-dose activity, negative = inhibition, actives largely listed as inhibitors | 400,000 compounds, 0.53% hits; note: potency is the fitted concentration of half-maximal effect; % is set by controls: 0 for no effect and ±100 for the full control effect
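Kinetic fluorescence readout at 0 and 10 min followed reaction start with substrate at 50 nM final. Beforehand, enzyme (10 nM Pol kappa) stood 15 min with compound at room temperature; buffer-only wells were negative controls.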
APE1 inh: blocks human APE1 abasic DNA cleavage; P27695; recombinant APE1, TAMRA/BHQ-2 abasic DNA cleavage fluorescence; Potency, µM (top dose mostly 65.8 µM), for the others: top-dose activity change, negative = inhibition, most hits filed as inhibitors; 350,000 compounds, 0.35% hits; AID 2517;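 note: potency is the fitted concentration of half-maximal effect; plate controls were vehicle for no effect and reference inhibitor for full effect; nearly all actives have a fitted effect of over 55% in size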
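Endonuclease cleavage of a quenched abasic-site DNA duplex (50 nM) by APE1 (0.75 nM) was tracked by TAMRA dequenching. Compounds were preincubated with enzyme 15 min at room temperature; data normalized to buffer-only and DMSO wells plus NSC13755 control.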
ERG-DNA inh: blocks human ERG Ets domain binding to DNA | Potency, µM (titrated, usually from 76.9 µM), without a hit: at the highest dose FP activity, negative = inhibition, most hits filed as inhibitors | 370,000 compounds, 0.028% hits | P11308 | fluorescence polarization, His-ERG Ets domain / labelled DNA; active = well fitted inhibition curve with a large enough effect in the polarisation, with a control signal flat; inconclusive = small, poorly fitted or top-dose-only effect, or effect the other way, or a change in a side signal; inactive = no such curve, though single readings can be large or run the other way; the % refers to the polarisation;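 note: polarization taken with two DNA probes labelled with fluorescein and Texas red; potency is the fitted concentration of half-maximal effect; % of control where 0% means no effect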
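His-tagged ERG Ets domain (1 uM in the protein solution; 300mM KCl, 50mM Tris-HCl, 1mM EDTA, 1mM DTT, pH 7.5) received compound, then a probe mix of 5 nM fluorescein-DNA and 100nM Texas-615-DNA. Fluorescence polarization was read for both dyes.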
12-LOX inh: blocks human arachidonate 12S-lipoxygenase | P18054 | purified 12hLO, xylenol orange hydroperoxide absorbance | Potency, µM (top dose mostly 108 µM), inactives show top-dose activity change, negative = inhibition, usual class: inhibitors | 580,000 compounds, 1.1% hits | AID 1671190; note: potency is the fitted concentration of half-maximal effect; % is set by controls: 0 for no effect and ±100 for the full control effect
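Purified human 12hLO (150 nM final) in 25 mM Hepes, 0.01% Triton X-100, pH 7.0 was preincubated 15 min at room temperature with compound. Then 40 uM arachidonic acid was added, 30 min. Hydroperoxide was read by Fe-XO absorbance ratio 573/405 nm.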
BLM inh: Bloom syndrome helicase (human) inhibition | recombinant BLM DNA unwinding, fluorescence dequenching | 350,000 compounds, 0.2% hits | P54132 | AID 2528 | Potency, µM (highest dose often 56.1 µM), inactives show at the top dose activity change, negative = inhibition, actives largely listed as inhibitors;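 note: potency is the fitted concentration of half-maximal effect; plate controls were vehicle for no effect and no enzyme for full effect; nearly all actives have a fitted effect of over 35% in size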
Pol iota inh: blocks human DNA polymerase iota activity; Pol iota fluorescent replication assay, 10 min; Potency, µM (doses to about 115 µM), without a hit: at the highest dose activity, negative = inhibition, usual class: inhibitors; 390,000 compounds, 1% hits; note: potency is the fitted concentration of half-maximal effect
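Pol iota at 10 nM preincubated 15 min with compounds at room temperature; reaction started with fluorescent substrate, 50 nM final. Fluorescence read kinetically at 0 and 10 min; buffer-only wells as negative control.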
Apoferritin bind: candidate novel general anesthetic via apoferritin binding; Potency, µM (titrated, usually from 77.5 µM), for the others: at the highest dose activity change, negative = displacement, actives largely listed as inhibitors; 350,000 compounds, 0.074% hits; P02791; AID 485281; apoferritin/1-aminoanthracene competitive binding, fluorescence; note: potency is the fitted concentration of half-maximal effect; % is set by controls: 0 for no effect and ±100 for the full control effect; nearly all actives have a fitted effect of over 20% in size
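In PBS, apoferritin at 10 uM is loaded with 1-AMA from a 50% saturated solution. After 10 min of compound exposure at ambient temperature, reduced 535 nm fluorescence indicates probe displacement.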
TRHR ag: TRH receptor (human) agonism. AID 493084. TRHR cells, calcium flux fluo-8, FDSS agonist mode. P34981. activation, % at 2 µM. 360,000 compounds, 0.18% hits; in the data active = activation above about 30%; note: 0% is about no effect
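TRHR-expressing cells, plated overnight in medium with 10% serum, were loaded with fluo-8 calcium dye at room temperature. After a 10 s baseline, library compound was pin-added and calcium release was recorded kinetically (ex 480/em 530) as agonist response.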
Pol beta inh: DNA polymerase beta (human) inhibition | P06746 | Pol beta primer extension/strand displacement, fluorescence kinetic | Potency, µM (titrated, usually from 114 µM), for the others: at the highest dose activity change, negative = inhibition, hits mostly inhibitors | 340,000 compounds, 1.3% hits | AID 485314; note: potency is the fitted concentration of half-maximal effect; % is set by controls: 0 for no effect and ±100 for the full control effect
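Enzyme-only controls used 10 nM Pol beta; buffer lacking enzyme served as negative control. Compound preincubated 15 min, then 50 nM substrate added; 0 and 10 min reads at room temperature.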
The depositor's hits bear a star; ? = inconclusive; . = not tested or not shown; & = joins results of further samples; [ ] = dose if it differs, or a comment. Unless noted, calls come from the whole dose curve; as a rule, active = well fitted curve in the direction sought with a large enough effect; inconclusive = small, poorly fitted or top-dose-only effect, or another doubt; inactive = no such curve, though single readings can be large; an effect the other way counts as inactive or inconclusive.

Preview, 8 compounds:
Every second line gives: Pol iota inh	ERG-DNA inh	APE1 inh	BLM inh	POLK inh	Apoferritin bind	TRHR ag	Pol beta inh	12-LOX inh
1. Cc1ccccc1Cn1ccc(NC(=O)c2cnn3cccnc23)n1
→ -10%	.	-3%	1%	-8%[60.1 µM]	-10%	-0.1	-22%	18%
2. CN(C)CCCNC(=S)/N=c1\sccn1Cc1ccccc1Cl
→ 23%	10%	63%[activator]	-9%	11%	3%	1.4	19%	-27%
3. Cc1ccccc1NC(=S)NC(=O)CCc1ccccc1
→ 6%	-2%	-5%	0%	-10%	?	0.1	-3%	?
4. Cc1cc(N/N=C/c2ccc(O)cc2)nc(NS(=O)(=O)c2ccccc2)n1
→ ?	-5%	10µM*	2%	?	5%	-0.2	18µM*	-34%
5. CCOc1ccc(Cl)cc1S(=O)(=O)N1CCC(C(=O)NCc2ccco2)CC1
→ ?	-1%	25%	0%	1%	7%	-1.0	91%	5%
6. Cc1ccc(OCCCn2c(CCNC(=O)C3CCCCC3)nc3ccccc32)c(C)c1
→ 8%	0%	.	-5%	-7%	2%	0.6	-1%	-4%
7. Fc1ccccc1N1CCN(Cc2cccnc2)CC1
→ 85%[activator]	-4%	4%	-1%	0%	-5%	0.0	13%	-18%
8. COc1cccc(C(c2sc3nc(-c4ccco4)nn3c2O)N2CCN(c3ccccc3F)CC2)c1 (stereo not drawn)
→ -3%	0%	.	-6%	-4%[60.1 µM]	?	-0.3	-22%	-20%

The whole of this part, from the first entry:
Every second line gives: Pol iota inh	ERG-DNA inh	APE1 inh	BLM inh	POLK inh	Apoferritin bind	TRHR ag	Pol beta inh	12-LOX inh
1. Cc1ccccc1Cn1ccc(NC(=O)c2cnn3cccnc23)n1
→ -10%	.	-3%	1%	-8%[60.1 µM]	-10%	-0.1	-22%	18%
2. CN(C)CCCNC(=S)/N=c1\sccn1Cc1ccccc1Cl
→ 23%	10%	63%[activator]	-9%	11%	3%	1.4	19%	-27%
3. Cc1ccccc1NC(=S)NC(=O)CCc1ccccc1
→ 6%	-2%	-5%	0%	-10%	?	0.1	-3%	?
4. Cc1cc(N/N=C/c2ccc(O)cc2)nc(NS(=O)(=O)c2ccccc2)n1
→ ?	-5%	10µM*	2%	?	5%	-0.2	18µM*	-34%
5. CCOc1ccc(Cl)cc1S(=O)(=O)N1CCC(C(=O)NCc2ccco2)CC1
→ ?	-1%	25%	0%	1%	7%	-1.0	91%	5%
6. Cc1ccc(OCCCn2c(CCNC(=O)C3CCCCC3)nc3ccccc32)c(C)c1
→ 8%	0%	.	-5%	-7%	2%	0.6	-1%	-4%
7. Fc1ccccc1N1CCN(Cc2cccnc2)CC1
→ 85%[activator]	-4%	4%	-1%	0%	-5%	0.0	13%	-18%
8. COc1cccc(C(c2sc3nc(-c4ccco4)nn3c2O)N2CCN(c3ccccc3F)CC2)c1 (stereo not drawn)
→ -3%	0%	.	-6%	-4%[60.1 µM]	?	-0.3	-22%	-20%
9. O=C1C(c2ccc(F)cc2)N(Cc2ccc3c(c2)OCO3)C(=O)CN1C1CCCCC1 (stereo not drawn)
→ ?	-12%	13%	-4%	-14%	-13%	0.1	31%	-14%
10. C/C(=N\NC(=O)c1ccncc1)c1ccc(NC(=O)c2ccc(Cl)cc2)cc1
→ 24%	5%	13%	-12%	4%	-4%	-1.4	10%	-12%
11. COc1ccc(CC(=O)N/N=C/c2ccc(-c3cccc(C(=O)O)c3)o2)cc1OC
→ ?	3%	?	3%	79µM*	-15%	0.0	13µM*	1%
12. Cc1c(Cl)c([N+](=O)[O-])nn1CC(=O)NCc1ccc(Cl)cc1
→ 7%	2%	24%	-5%	15%	-13%	1.0	12%	-17%
13. Cn1c(CO)c(-c2ccccc2)c2cc([N+](=O)[O-])ccc21
→ ?	-1%	-2%	-5%	-4%	?	1.1	14%	24%
14. O=C(COc1ccccc1/C=C1\SC(=O)NC1=O)Nc1ccc(F)cc1
→ 52%[activator]	-5%	-2%	-3%	-7%	-13%	0.4	?	?
15. CCCCn1c(N)c(N(CCOC)C(=O)c2ccc(N3CCCC3=O)cc2)c(=O)[nH]c1=O
→ 39%	6%	18%	.	1%	.	0.3	.	-1%
16. CCC(C)c1c(O)nc(SCC(=O)N2CCCCCC2)[nH]c1=O (stereo not drawn)
→ 51%[activator]	-11%	15%	-4%	-12%	-7%	0.6	0%	3%
17. COc1cc2c(cc1OC)C(C)N(C(=O)Cc1ccc(C(F)(F)F)cc1)CC2 (stereo not drawn)
→ 50%[activator]	43%[activator]	33%	-13%	-1%	-6%	-0.2	-3%	0%
18. C#CCOc1c(Cl)cc(/C=C2/C(=O)ON=C2C)cc1OCC
→ 23%	6%	40%	-4%	11%	-10%	-0.6	1%	45µM*
19. C=C(C)CSc1nnc(-c2ccccc2)n1N
→ 22%	3%	29%	-2%	-16%	-21%	0.0	17%	7%
20. O=C(CCC1N=C2c3ccccc3N=C(SCc3cccc(Cl)c3)N2C1=O)NCc1ccco1 (stereo not drawn)
→ ?	-1%	-5%	-3%	-18%	?	-0.1	2%	68%[activator]
21. COc1ccc(C(CNC(=O)c2cccc(S(=O)(=O)N3CCCC(C)C3)c2)N(C)C)cc1 (stereo not drawn)
→ 12%	-3%	20%	.	-15%	.	0.1	.	121%[activator]
22. O=S1(=O)C=CC(Sc2nc3ccccc3[nH]2)C1 (stereo not drawn)
→ -26%	7%	-9%	2%	-3%	-6%	-2.8	6%	?
23. CC(=O)Nc1ccc(NC(=O)C(=O)N/N=C/c2cccnc2)cc1
→ 6%	-4%	-11%	1%	-19%	4%	-0.5	-1%	117%[activator]
24. CCCC(=O)Nc1nn(CC)c2nc3ccc(C)cc3cc12
→ -6%	1%	15%	-5%	-2%	5%	-1.0	6%	-17%
25. CC1Cc2ccccc2N1C(=O)c1cccnc1 (stereo not drawn)
→ 9%	-2%	-2%	-1%	3%	0%	-1.4	0%	8%
26. CC(Oc1ccccc1F)c1nnc(SCC(=O)NCc2ccc3c(c2)OCO3)o1 (stereo not drawn)
→ 13%	2%	-4%	.	-5%	.	-0.5	.	1%
27. Cc1c(NC(=O)C(C)OC(=O)Cc2ccc(F)cc2)c(=O)n(-c2ccccc2)n1C (stereo not drawn)
→ 19%	-1%	12%	.	-1%	.	-0.2	.	14%
28. Cc1ccc(S(=O)(=O)N2CCC(C(=O)NNS(=O)(=O)c3ccc(Cl)cc3)CC2)cc1
→ 30%	-1%	-3%	-1%	6%	-23%	-0.1	?	-25%
29. Cc1ccc(S(=O)(=O)NCCC(=O)NCc2ccccn2)cc1
→ 23%	0%	-2%	.	-3%	.	0.0	.	-9%
30. CCOC(=O)C1=C(C)NC(=O)NC1c1ccco1 (stereo not drawn)
→ 45µM*	-1%	?	-12%	?	-8%	1.1	35µM*	-5%
31. CC1CCC(NC(=O)CCNS(=O)(=O)c2ccc3c(c2)CCC(=O)N3)CC1 (stereo not drawn)
→ 7%	19%	82%[activator]	0%	1%	-8%	0.3	-15%	-13%
32. CCCCSc1nnc2n(CCc3ccccc3)c(=O)c3c4c(sc3n12)COC(C)(C)C4
→ 7%	1%	-1%	0%	-12%	-15%	0.3	6%	0%
33. COc1ccc(CCNc2ccncn2)cc1
→ -7%	-3%	-8%	0%	1%	-9%	0.1	0%	-28%
34. Cc1cccc(CC(=O)N2CCCC2)c1
→ 23%	1%	-8%	-1%	-8%	-10%	-0.2	?	-22%
35. Cc1ccccc1NC(=O)N1c2ccccc2CC1C (stereo not drawn)
→ -11%	-1%	1%	-1%	-6%[60.1 µM]	?	0.0	1%	-12%
36. O=C1C=C(c2ccccc2)CCC1
→ 28%	-2%	1%&-3%	-2%&1%	-17%	?	-0.7	7%	1%
37. Cc1ccc(S(=O)(=O)N/N=C/c2ccc(C(=O)O)cc2)cc1
→ 12%	1%	17%	5%	-3%	-9%	0.6	26%	9%
38. COC(=O)CCC(=O)OC1(C)C(=O)C2=CN(C3CCCC3)C(c3ccc(OC)cc3)=CC2=C(Br)C1=O (stereo not drawn)
→ ?	10%	-2%[12.4 µM]	-10%[12.4 µM]	-27%	-14%	0.3	4%	?
39. O=C1CN(C(=O)COC(=O)CCSc2ccccc2Cl)c2ccccc2N1
→ 3%	3%	-1%	-10%	0%	?	-1.5	-2%	?
40. CC(NC(=O)COC(=O)C1CCN(S(=O)(=O)c2ccccc2C(F)(F)F)CC1)c1ccccc1 (stereo not drawn)
→ 9%	0%	-5%	-9%	1%	-14%	-0.1	-1%	-15%
41. Cc1cc(C)c(CN2CCC(n3nccc3NC(=O)CCOc3ccccc3)CC2)cc1C
→ 9%	11%	33%	0%	3%	-15%	-0.1	-3%	-8%
42. CCOCCCNC(=O)C(NC(=O)c1ccccc1O)c1ccc(C)cc1 (stereo not drawn)
→ 7%	5%	-6%	2%	-6%	9%	0.1	3%	-1%

These rows are one share of the data; count on the stated rates, not on these rows.
